Bioassay records as filed in PubChem.
OX1R FRET antag: antagonists of human orexin 1 receptor (OX1R); OX1R-expressing cells, FRET antagonist read-out; inhibition, % at 6.6 µM; hit rate 1.8% among 330,000; in the data active = inhibition mostly above about 38%, no sharp cut-off; inactive = mostly below about 40%;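 note: 0% = agonist challenge alone and 100% = reference antagonist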
Target sequence (O43613 whole entry, looked up): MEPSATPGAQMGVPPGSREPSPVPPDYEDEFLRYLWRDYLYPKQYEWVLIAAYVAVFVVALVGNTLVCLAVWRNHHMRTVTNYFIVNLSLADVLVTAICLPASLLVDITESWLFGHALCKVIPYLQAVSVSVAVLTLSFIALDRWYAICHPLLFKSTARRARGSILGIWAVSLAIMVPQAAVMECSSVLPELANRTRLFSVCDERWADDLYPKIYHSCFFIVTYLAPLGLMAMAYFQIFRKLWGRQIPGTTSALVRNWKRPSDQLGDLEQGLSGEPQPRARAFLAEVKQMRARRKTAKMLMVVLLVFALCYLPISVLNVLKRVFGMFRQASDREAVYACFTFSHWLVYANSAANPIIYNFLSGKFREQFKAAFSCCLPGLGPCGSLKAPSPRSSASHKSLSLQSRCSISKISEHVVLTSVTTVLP
STK33 kinase inh: human STK33 kinase inhibition. Q9BYT3. purified STK33, MBP phosphorylation, ADP-Glo luminescence. inhibition, % at 10 µM. hit rate 0.073% among 320,000. AID 2661;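 active = inhibition at or above 25%, using the most active replicate where run in duplicate; inactive = inhibition below 25%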
Target sequence (Q9BYT3 whole entry, looked up): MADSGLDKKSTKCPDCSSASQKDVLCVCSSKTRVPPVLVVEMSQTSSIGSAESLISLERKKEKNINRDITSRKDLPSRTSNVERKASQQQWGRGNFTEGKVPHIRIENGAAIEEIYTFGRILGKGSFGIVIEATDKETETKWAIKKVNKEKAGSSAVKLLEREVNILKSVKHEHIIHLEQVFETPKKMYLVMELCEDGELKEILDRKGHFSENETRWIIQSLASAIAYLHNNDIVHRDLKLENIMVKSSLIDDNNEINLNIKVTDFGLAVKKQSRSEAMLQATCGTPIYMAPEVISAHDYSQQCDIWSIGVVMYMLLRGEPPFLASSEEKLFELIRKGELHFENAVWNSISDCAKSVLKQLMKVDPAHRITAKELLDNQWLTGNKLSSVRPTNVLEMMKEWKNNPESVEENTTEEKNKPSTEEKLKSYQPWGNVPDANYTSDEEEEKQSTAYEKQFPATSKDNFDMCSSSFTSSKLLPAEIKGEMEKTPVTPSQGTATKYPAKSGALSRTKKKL
Numbers without * were called inactive; · = no result given. No enrichment for hits; any-hit rate near 1.8%.

SMILES	OX1R FRET antag	STK33 kinase inh
Cc1cc(C)c(NC(=O)C2CCCN(S(=O)(=O)c3c(C)noc3/C=C/N(C)C)C2)c(C)c1 (stereo unspecified)	10	-1.4
Cc1cc(/C=N\NC(=O)c2cccs2)c(C)n1-c1ccc2ncccc2c1	38	-0.8
CCOc1ccc(NC(=O)CN(C)C(=O)c2ccc(N3CCCC3)c([N+](=O)[O-])c2)cc1OCC	10	10
Cc1ccc(N/N=C2/CCCNC2=O)cc1	11	-1.3
O=C(OCC(=O)N1CCN(C(=O)c2ccco2)CC1)c1cncc(Br)c1	11	0.8
CC1=C(C(=O)OCc2ccccc2)C(/C=C/c2ccccc2)N2C(=O)CCSC2=N1 (stereo unspecified)	35	10
CCOc1cc(N2CCOCC2)c(OCC)cc1NC(=O)CN1C(=O)C2CC=CCC2C1=O (stereo unspecified)	2	-1.9
COc1ccc(NC(=O)NC[C@@H]2CC[C@@H](Cc3ccc(-c4ccccc4)cc3)O2)cc1	13	·
COc1ccc(C2C3=C(CC(C)(C)CC3=O)N(CCN3CCOCC3)C3=C2C(=O)CC(C)(C)C3)cc1	20	1.4
COc1cc2c(cc1OC)C1Cc3ccc(OC)c(OC)c3C[N+]1([O-])CC2 (stereo unspecified)	12	-0.2
CCOC(=O)CSc1nc(C)c(Oc2ccc(Cl)cc2Cl)c(=O)[nH]1	18	-0.7
Cc1nnc(NC(=O)CCNC(=O)c2ccccc2Cl)s1	3	0.3
CSCC[C@H](NC(=O)NCCc1ccc(F)cc1)C(=O)O	10	1.4
CCOc1ccc(S(=O)(=O)NNC(=O)c2cc3ccccc3o2)cc1	8	-0.7
COc1ccc(-c2nc(NC(C)=O)sc2-c2ccccc2)cc1	6	0.2
Cc1cc(NC(=O)NC(=O)c2ccccc2)no1	24	-1.4
COCC(C)NC(=O)/C=C/c1ccc(OC)cc1 (stereo unspecified)	10	-1.1
Cc1ccc(COc2ccc(/C=N/NC(=O)CN3CCCCC3)cc2)cc1	9	-0.4
Cc1oc(-c2ccccc2)nc1CS(=O)CC(=O)O (stereo unspecified)	21	0.0
O=C1CC(NCc2cccs2)C(=O)N1c1ccc(Cl)cc1 (stereo unspecified)	16	1.9
Cc1nn(-c2ccccc2Cl)c2sc(C(=O)Nc3nnc(C4CC4)s3)cc12	9	-1.0
CC(C)NC(=O)c1nn2c(C(F)(F)F)cc(-c3ccco3)nc2c1Cl	10	-0.7
COc1ccc(NC(=O)CSc2nnc(C3CC3)n2C)cc1S(=O)(=O)N1CCOCC1	-4	1.3
Cc1ccccc1Cn1cc(NC(=O)CSc2nc3c(c(C(F)(F)F)n2)CCc2ccccc2-3)cn1	10	-1.9
COc1ccc([N+](=O)[O-])cc1NC1C2CC3CC(C2)CC1C3 (stereo unspecified)	2	-0.5
Cc1ccc(CN2CCN(/N=C/c3cc(Br)ccc3O)CC2)cc1	3	-0.3
CC[C@H](C)[C@H]1O[C@]2(CC[C@@H]1C)C[C@@H]1C[C@@H](CC=C(C)[C@@H](O[C@H]3C[C@H](OC)[C@@H](O[C@H]4C[C@H](OC)[C@@H](O)[C@H](C)O4)[C@H](C)O3)[C@@H](C)C=CC=C3CO[C@@H]4[C@H](O)C(C)=C[C@@H](C(=O)O1)[C@]34O)O2	8	-1.1
COc1ccc(OC)c(NC(=O)c2nnn(CC(=O)Nc3ccc4c(c3)OCO4)c2N)c1	12	-2.3
C/C(=N\Nc1nc(-c2cc(C)ccc2C)cs1)c1cc2ccccc2oc1=O	7	2.7
O=C(NC1CCCCCCC1)c1ccc(Br)o1	14	0.1
COc1ccc(CC2S/C(=C(\C#N)C(=O)NCc3ccco3)N(c3ccc(C)cc3)C2=O)cc1 (stereo unspecified)	11	0.6
COc1ccc(-n2cc(CN[C@H]3CCCCNC3=O)c(-c3cccc(F)c3)n2)cc1	14	-0.3
O=C(CSCc1c(Cl)cccc1Cl)Nc1cccnc1	29	-5.3
C=C/C(C)=C/C[C@H]1C(=C)CCC2[C@](C)(C(=O)O)CCC[C@@]21C (stereo partly specified)	19	-2.6
CC(C)NC(=O)N1CCC(n2nccc2NC(=O)CCOc2ccccc2)CC1	-2	0.5
Cc1cccc(OCCC(=O)NNC(=O)c2ccoc2C)c1	0	1.9
O=C1CSC(c2ccccc2)N1CC12CC3CC(CC(O)(C3)C1)C2 (stereo unspecified)	15	-1.5
Cc1[nH]c(C)c(S(=O)(=O)N(C)Cc2ccccc2)c1C(=O)N1CCCC1	10	0.3
NNC(=O)c1cc2c(s1)CCCCCC2	10	-0.7
COc1ccc(C(=O)Cn2c(=O)oc3ccc(C)cc32)cc1	11	-0.3
COC(=O)c1ccc(N2CCS(=O)(=O)CC2)cc1	8	0.9
CSc1ccccc1NC(=O)c1ccncc1	12	-0.8
CCn1c(C)c(P(=O)(N2CCOCC2)N2CCOCC2)c2ccccc21	-6	-1.0
O=S(=O)(c1ccc2ncn(O)c2c1)N1CCOCC1	6	0.5
O=C(N=NC(=O)c1ccco1)c1ccc2c(O)n(N3C(=O)c4ccccc4C3=O)c(O)c2c1	9	3.0
O=C(CNS(=O)(=O)c1ccc2ccccc2c1)OCC(=O)c1ccc(Br)s1	6	3.7
Cc1cc(NC(=O)CSc2nnc(-c3c[nH]c4ccccc34)n2-c2ccc(F)cc2)no1	-1	-0.1
Cc1ccc(-c2noc(C3CCCN(C(=O)c4ccc(C(C)(C)C)cc4)C3)n2)o1 (stereo unspecified)	13	-1.1
Cc1cc(-c2nnc3n2N=C(c2ccc(F)cc2)CS3)n[nH]1	12	1.5
COc1ccccc1NC1=C(Cl)C(=O)N(C2CCCCC2)C1=O	20	-0.3
Cc1cccc(OCC(=O)Nc2ccccc2N2CCCCC2)c1C	19	1.4
COc1ccc(OCc2ccc(C(=O)N3CCOCC3)cc2)cc1	6	0.7
COc1ccccc1CNc1ccc(N2CCOCC2)c(C(=O)O)c1	12	-1.4
Nc1nnc(SCc2ccccc2F)n1-c1ccccc1	17	-1.0
COC(=O)c1ccc(C#Cc2ccccc2)o1	14	0.2
Cn1cccc1-c1cc(C(=O)N/N=C/c2cccc(O)c2)[nH]n1	19	3.4
N#Cc1c(NCCN)nc(-c2ccccc2)c2c1CCCC2	11	0.3
Cc1cccc(CSc2nncc(=O)[nH]2)c1	9	-1.3
COCCCn1c(-c2ccc(OC)cc2)nc2c1c(=O)[nH]c(=O)n2Cc1ccccc1	12	-0.9
O=C(NCCc1ccccc1)C1CCCN(S(=O)(=O)c2cccc3nsnc23)C1 (stereo unspecified)	36	-1.5

Other results follow:
SMILES	OX1R FRET antag	STK33 kinase inh
O=S(=O)(/N=C(\Nc1ccc(F)cc1)C(F)(F)F)c1ccccc1	14	1.1
COc1cccc(CNC(=O)CC2C(=O)NCCN2CCCc2ccccc2)c1 (stereo unspecified)	20	-1.2
Cc1ccc(-c2cc(O)cc3sc(=O)oc23)cc1C	23	0.1
Cc1c(NC(=O)COC(=O)/C=C/c2ccccc2Br)c(=O)n(-c2ccccc2)n1C	7	-0.3
CCOC(=O)c1cccc(-n2c(C)cc(C=O)c2C)c1	22	-1.2
COc1ccc(NC(=O)c2cc(S(=O)(=O)N3CCCCC3)c[nH]2)cc1Cl	13	1.6
CN(C)c1ccc(NC(=O)CSc2nnc(-c3cccs3)n2Cc2ccco2)cc1	47*	-2.2
Cc1cccc(NC(=S)NNc2cccc(Cl)c2)c1	6	-0.5
COCCN(C(=O)CCC(=O)Nc1cc(C)on1)C(C(=O)NC1CCCC1)c1ccc(C)cc1 (stereo unspecified)	21	-0.6
COC(=O)c1cccc(Cn2c(Cl)c(/C=N/NC(=O)c3ccccc3Cl)sc2=O)c1	13	-1.6
Cc1cc(CNC(=O)CC2C(=O)NCCN2Cc2ccc(-c3ccccc3)cc2)nn1C (stereo unspecified)	3	-0.6
O=C1Nc2ccccc2N(O)N1c1ccc(Cl)cc1	12	-2.3
Cc1ccc(N(CCC(=O)O)S(=O)(=O)c2cccc(C(F)(F)F)c2)cc1	25	-1.2
CC(C)(C)CN1CCNC[C@H]1Cc1ccc(O)cc1	20	1.3
O=C(Nc1ccccc1O)c1ccc(C(=O)c2ccccc2)o1	23	2.6
COc1ccc(-c2nc(CCl)cs2)cc1	17	·
Cc1ccc(NC(=O)C2(N(C(=O)Cn3nnnc3N)c3ccc(C)cc3)CCCCC2)cc1	9	0.3
CC1=Nc2ncnn2C(c2ccccc2)/C1=N\O (stereo unspecified)	12	-3.7
O=C(C1CCN(C2CCN(Cc3ccc4c(c3)CCO4)CC2)CC1)N1CCOCC1	13	-2.1
CCNC(=O)CN(c1ccc(OC)c(OC)c1)S(=O)(=O)c1ccccc1	16	-1.6
O=C(NCCc1ccccc1)C1CCCN1C(=O)Nc1ccc(Cl)cc1 (stereo unspecified)	4	0.1
CN(C)Cc1c(C(=O)N/N=C/c2cccs2)nnn1-c1nonc1N	5	-0.1
CCCCc1ccc(-n2c(Cc3cccs3)n[nH]c2=S)cc1	21	-1.0
Cc1cccc(-n2c(SCC(=O)Nc3cccc(S(=O)(=O)NC4=NCCCCC4)c3)nc3ccccc3c2=O)c1C	11	·
C(#Cc1ccc2c(c1)COc1c3ccccc3nn1-2)c1ccccc1	18	-1.2
COC(=O)c1ccc(CNC(=O)COC(=O)COc2ccc(OC)cc2)cc1	21	0.9
CCCc1nnc(NC(=O)CN2C(=O)c3ccccc3S2(=O)=O)s1	10	1.9
C=CCN(c1nc(C)cc(OC)n1)S(=O)(=O)c1ccc(C)cc1	10	-2.1
S=c1[nH]nc(C(c2ccccc2)C2CCCCC2)o1 (stereo unspecified)	42	-1.0
CSc1nnc(CCNS(=O)(=O)c2ccccc2Br)n1C	11	-1.4

(cont.)
Values run as follows: OX1R FRET antag, STK33 kinase inh
CC(Cc1cccs1)NC(=O)NC1CCCCC1 (stereo unspecified)
    15, 0.1
COc1ccccc1-c1noc2ncnc(Nc3ccc4c(c3)OCO4)c12
    9, -0.1
Cc1cccc(OCCN2CCOCC2)c1C
    11, 1.5
COC(=O)c1c(NC(=O)CC2Nc3cc(C)c(C)cc3NC2=O)sc(C)c1C (stereo unspecified)
    18, ·
Clc1ccccc1CN(Cc1ccccc1)c1ncnc2nc[nH]c12
    64, -1.7
COC(=O)c1ccc(NC(=O)C2CC3CCC2C3)cc1 (stereo unspecified)
    26, -2.2
CSc1cccc(CN(C)C(=O)C2CCC(=O)N(CCCN3CCCC3=O)C2)c1 (stereo unspecified)
    5, -0.3
CCC(C)Sc1cccc(-c2nc3cnccn3c2NC2CCCCC2)c1 (stereo unspecified)
    8, ·
CCOC(=O)c1c(N)sc(C(=O)N2CCCCCC2)c1C
    8, 0.6
CCCN1CCN(C(=O)C(C)n2nc(C)c3sc4ccccc4c3c2=O)CC1 (stereo unspecified)
    14, 1.0
CN1CCN(S(=O)(=O)c2ccc(N3CCN(S(=O)(=O)c4cccs4)CC3)nc2)CC1
    5, -2.2
CC(C)c1ccc(N(C(=O)c2csnn2)C(C(=O)NC(C)(C)C)c2ccncc2)cc1 (stereo unspecified)
    9, -3.5
CN(C)S(=O)(=O)c1cccc2c1C(=O)c1ccccc1C2=O
    105*, 0.1
COc1ccc(CCNC(=S)N2CCN(S(=O)(=O)c3ccc(Cl)cc3)CC2)cc1
    22, -2.2
O=C(CSc1nnc(-c2ccccc2)n1-c1ccccc1)c1ccc[nH]1
    11, -0.7
CCCOc1ccccc1C(=O)N(Cc1cccs1)C1CCS(=O)(=O)C1 (stereo unspecified)
    26, 0.0
COc1ccc(/C=N\N=C2/SC(CC(=O)O)C(=O)N2c2ccc(O)cc2)cc1OC (stereo unspecified)
    5, 5.9
Nc1nc(CN2CCN(Cc3ccccc3)CC2)nc(Nc2ccc3c(c2)OCCO3)n1
    7, -0.1
COc1ccc(NC(=O)COc2cccc3c2CCN(C)C3=O)c(OC)c1
    9, 0.4
C=CCN(c1ccccc1)S(=O)(=O)c1cccc2cccnc12
    13, 0.5

5 entries from above, arranged by number of heavy atoms, ascending:
Values run as follows: OX1R FRET antag, STK33 kinase inh
C=CCN(c1ccccc1)S(=O)(=O)c1cccc2cccnc12
    13, 0.5
COc1ccccc1-c1noc2ncnc(Nc3ccc4c(c3)OCO4)c12
    9, -0.1
COc1ccc(CCNC(=S)N2CCN(S(=O)(=O)c3ccc(Cl)cc3)CC2)cc1
    22, -2.2
CN1CCN(S(=O)(=O)c2ccc(N3CCN(S(=O)(=O)c4cccs4)CC3)nc2)CC1
    5, -2.2
Nc1nc(CN2CCN(Cc3ccccc3)CC2)nc(Nc2ccc3c(c2)OCCO3)n1
    7, -0.1

New compounds follow
Values run as follows: OX1R FRET antag, STK33 kinase inh
C/C(=N\N=C(N)N)c1cccc([N+](=O)[O-])c1
    48, -0.4
Cc1ccc(S(=O)(=O)NCc2c(-c3ccccc3)c3cc(Cl)ccc3[nH]c2=O)cc1
    13, -0.4
Cc1cccc(Oc2ncc(-c3ccc(Cl)cc3)cn2)c1C
    14, 0.3
COCOc1ccc(-c2cc(=O)c3c(O)cc(OCOC)cc3o2)cc1
    8, 0.7
Cc1ccc(Nc2nc(N)nc(CN3CCN(Cc4ccccc4)CC3)n2)cc1Cl
    9, -0.5
COc1cccc(NC(=O)CCNS(=O)(=O)c2ccc(Br)s2)c1
    51, 3.3

Four compounds drawn at random from the list so far:
Values run as follows: OX1R FRET antag, STK33 kinase inh
Cc1cccc(Oc2ncc(-c3ccc(Cl)cc3)cn2)c1C
    14, 0.3
Cc1ccc(S(=O)(=O)NCc2c(-c3ccccc3)c3cc(Cl)ccc3[nH]c2=O)cc1
    13, -0.4
COCOc1ccc(-c2cc(=O)c3c(O)cc(OCOC)cc3o2)cc1
    8, 0.7
Cc1ccc(Nc2nc(N)nc(CN3CCN(Cc4ccccc4)CC3)n2)cc1Cl
    9, -0.5
